High-throughput results from PubChem BioAssay.
PG9 Ab binder: binders of HIV-1 gp120 antibody PG9, primary screen, biochemical, TR-FRET; HIV-1 gp120 / PG9 antibody interaction; TR-FRET gp120-PG9 antibody binding; inhibition, % at 6.7 µM; 360,000 tested, 0.43% active; in the data active = inhibition above about 8.5%
SMARCA2 act: SMARCA2 (BRM) function activators, primary screen, cell-based, luminescence, high throughput. MG213 cells, MMTV-luciferase reporter, dexamethasone, overnight. 370,000 tested, 1% active. activation, % at 9.1 µM; in the data active = activation above about 7.8%;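 also: 0% = vehicle wells and 100% = reference activator wells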
GC-A act: GC-A stimulated cGMP production enhancers – HEK293 GC-A cells, cGMP TR-FRET, EC30 ANP, primary screen | 0% at EC30 ANP, 100% saturating ANP | Atrial natriuretic peptide receptor 1 (Homo sapiens), P16066 | 370,000 tested, 0.14% active | activation, % at 10 µM | AID 1671463, 2021; in the data active = activation above about 40%
ssDAF12 agonist: S. stercoralis DAF-12 nuclear receptor activators, primary screen, cell-based, luminescence, HEK293, GRIP1 co-expression, lit1-tk-luc; AID 652126, 2013; activation, % at 6.8 µM; HEK293 ssDAF-12/GRIP1 lit1-tk-luc reporter; % of 3 µM dafachronic acid response; 370,000 tested, 1% active; Nuclear hormone receptor DAF-12 (Strongyloides stercoralis);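 active = activation above the mean over all tested compounds plus 3 SD, cut at about 0.9% in these data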;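 also: 0% = DMSO-only wells and 100% = 3 µM delta7-dafachronic acid wells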
DAX1 inh-1: DAX1 (NR0B1) inhibitors, primary screen, cell-based, HEK293, Gal4-DAX1, luciferase luminescence | Nuclear receptor subfamily 0 group B member 1 (Homo sapiens), P51843 | HEK293 Gal4-DAX1 luciferase reporter | inhibition, % at 6.75 µM | 340,000 tested, 0.99% active | AID 504766, 2011;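 active = inhibition above the mean over all tested compounds plus 3 SD, cut at about 4.2% in these data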;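 also: 0% = DAX1-transfected cells with DMSO and 100% = empty-vector control cells with DMSO; inhibition shows as a rise in luminescence from relieved DAX1 repression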
Target sequence (P51843 207-470 limits assumed): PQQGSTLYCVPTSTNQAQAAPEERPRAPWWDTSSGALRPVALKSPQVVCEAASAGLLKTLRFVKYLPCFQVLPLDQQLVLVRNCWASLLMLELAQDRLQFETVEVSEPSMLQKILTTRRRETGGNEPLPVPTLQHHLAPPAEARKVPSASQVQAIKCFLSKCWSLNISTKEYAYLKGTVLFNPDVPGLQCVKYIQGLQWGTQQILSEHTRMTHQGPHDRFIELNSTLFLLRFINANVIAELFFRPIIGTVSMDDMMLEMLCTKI
hgDAF12 agonist: H. glycines DAF-12 receptor agonists, primary screen, cell-based, luminescence, HEK293, GAL4 fusion, UAS-luciferase; 370,000 tested, 1.8% active; HEK293 GAL4-hgDAF12 UAS-luciferase reporter, agonist luminescence; normalized to butyrate control; Nuclear hormone receptor DAF-12 (Heterodera glycines), GAL4 fusion; activation, % at 6.8 µM;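 active = activation above a cutoff set at the mean of all screened compounds plus 3 SD, cut at about 10% in these data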;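 also: 0% = DMSO wells and 100% = sodium butyrate wells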
ADAM17 inh: ADAM17 inhibitors, primary screen, biochemical, QFRET. Disintegrin and metalloproteinase domain-containing protein 17 (Homo sapiens), P78536. recombinant ADAM17, EDANS/DABCYL FRET peptide cleavage. inhibition, % at 6.95 µM. 370,000 tested, 0.83% active. AID 720648, 2013;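 active = inhibition above the mean of compounds lying between control limits plus 3 SD, set per campaign, cut at about 8.5% in these data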;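 also: 0% = DMSO-only wells as the low control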
Target sequence (P78536 215-824 limits assumed): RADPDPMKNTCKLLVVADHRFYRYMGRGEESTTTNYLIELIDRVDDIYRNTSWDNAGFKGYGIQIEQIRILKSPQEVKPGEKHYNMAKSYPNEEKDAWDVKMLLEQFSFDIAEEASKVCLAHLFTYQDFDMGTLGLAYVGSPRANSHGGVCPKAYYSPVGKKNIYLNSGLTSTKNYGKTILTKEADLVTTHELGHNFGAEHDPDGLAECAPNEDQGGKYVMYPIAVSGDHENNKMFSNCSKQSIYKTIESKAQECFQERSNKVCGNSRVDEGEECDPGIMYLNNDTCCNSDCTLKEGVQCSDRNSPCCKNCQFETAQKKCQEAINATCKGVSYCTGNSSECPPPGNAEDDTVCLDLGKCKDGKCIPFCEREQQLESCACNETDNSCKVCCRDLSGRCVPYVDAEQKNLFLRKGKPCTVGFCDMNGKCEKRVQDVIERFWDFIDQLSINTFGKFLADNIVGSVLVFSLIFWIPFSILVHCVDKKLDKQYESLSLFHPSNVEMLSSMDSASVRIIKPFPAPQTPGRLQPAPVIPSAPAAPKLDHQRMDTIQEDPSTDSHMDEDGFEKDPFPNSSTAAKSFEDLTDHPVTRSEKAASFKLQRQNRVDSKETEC
DAX1 inh-2: DAX1 (NR0B1) inhibitors on StAR promoter, primary screen, cell-based, luminescence, SF-1 (NR5A1), full-length DAX-1 | 370,000 tested, 1.1% active | inhibition, % at 6.8 µM | AID 652010, 2013 | HEK293T StAR-luciferase reporter, SF-1/DAX-1 repression relief;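 active = inhibition above the mean over all tested compounds plus 3 SD, cut at about 3.6% in these data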;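 also: 0% = DAX-1 cells with DMSO and 100% = cells lacking DAX-1 with DMSO; higher inhibition means more luminescence from relief of DAX-1 repression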
FXN GAA850 act: FXN promoter activators, primary screen, cell-based, luciferase luminescence, HEK293 lucGAA850. AID 540364, 2011. HEK293 lucGAA850 FXN promoter luciferase reporter, 24 h; percent of 10 µM SAHA response. activation, % at 6 µM. 360,000 tested, 0.56% active;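 active = activation above the average of all compounds screened plus 3 SD, cutoff fixed separately per campaign, cut at about 7.5% in these data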;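 also: 0% = DMSO wells and 100% = 10 µM SAHA wells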
hcDAF12 agonist: H. contortus DAF-12 nuclear receptor activators, primary screen, cell-based, luminescence, HEK293, lit1-tk-luc reporter | 370,000 tested, 1.4% active | AID 652067, 2013 | HEK293 hcDAF-12 lit1-tk-luc reporter; 0% DMSO, 100% Δ7-dafachronic acid | activation, % at 6.8 µM;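 active = activation above the mean of all tested compounds plus 3 SD, cut at about 5.5% in these data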;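 also: 100% = response to 3 µM Δ7-dafachronic acid high control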
ADAM10 inh: human ADAM10 inhibitors, primary screen, biochemical, QFRET, HTS | Disintegrin and metalloproteinase domain-containing protein 10 (Homo sapiens), O14672 | recombinant ADAM10, EDANS/DABCYL FRET peptide cleavage, 3 h | inhibition, % at 7 µM | 370,000 tested, 0.62% active;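 active = inhibition above a per-campaign cutoff equal to the mean of compounds falling between control-based bounds plus 3 SD, cut at about 20% in these data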;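 also: 0% = DMSO wells while the 100% control is not disclosed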
* hit, by the source's call; / = not tested or not shown.

molecule	PG9 Ab binder	SMARCA2 act	GC-A act	ssDAF12 agonist	DAX1 inh-1	hgDAF12 agonist	ADAM17 inh	DAX1 inh-2	FXN GAA850 act	hcDAF12 agonist	ADAM10 inh
Cc1onc(-c2ccccc2)c1-c1nnc(COC(=O)c2ccc(O)cc2)o1	0.4	0	-5	0.1	-2.3	-0.3	7	1.1	2.2	1.1	22*
O=C(CCCn1cc([N+](=O)[O-])cn1)NC1CCCCCC1	-0.6	1	1	-0.8	0.7	3.4	-2	1.4	-0.4	-0.9	2
COc1ccc(CCNC(=O)c2ccc3c(=O)n4c(nc3c2)CCC4)cc1OC	-0.6	-1	-2	-1.1	-1.0	0.9	0	-1.6	2.0	0.3	-12
CN(Cc1ccon1)C(=O)CC1C(=O)NCCN1Cc1ccccc1C(F)(F)F (stereo not given)	-2.6	-3	4	-1.6	0.8	1.2	-7	-1.2	-0.8	1.1	-19
N#C/C(=C\c1ccc(OC(=O)c2ccc(Br)s2)cc1)c1nc2ccccc2[nH]1	0.5	-3	0	-0.1	-0.8	2.0	-10	0.4	5.0	0.8	-24
CC1CCCN(S(=O)(=O)c2coc(C(N)=O)c2)C1 (stereo not given)	0.2	0	2	-1.6	5.1*	3.0	-2	-0.1	-0.8	-0.5	-11
O=C(NC1CC1)C1CCCN(C(=O)NC2CCCCC2)C1 (stereo not given)	0.2	-3	/	-1.0	0.5	-0.7	-8	-0.5	0.2	-1.8	-4
CCCn1c(SCC(=O)N2CC(=O)Nc3ccccc32)nc2ccccc21	-1.4	2	-5	-1.9	0.8	-2.3	-9	0.3	0.9	-1.6	12
[N-]=[N+]=NC[C@H](Cc1ccccc1)N1CCN(Cc2ccccc2)CCC1=O	-0.3	-1	3	-0.6	-0.7	-1.6	3	0.1	0.2	-1.5	-7
CCn1cc(C(=O)N(C)c2ccc(OC)cc2OC)c2cc(OC)c(OC)cc2c1=O	-2.3	3	-13	-1.0	-1.2	-0.5	-2	-0.5	-1.8	-2.2	15
CC(NC(=O)Nc1ncccn1)(C(F)(F)F)C(F)(F)F	0.3	0	4	-1.2	1.5	0.1	-4	-0.5	-0.3	-1.1	3
Cc1ccc(C(=O)N/N=C\c2cccn2C)cn1	-0.5	0	-5	-0.9	0.8	2.3	-4	0.0	3.1	0.4	-6
CN1CCN(C(=O)/C(=C\c2cccnc2)NC(=O)c2cccc(Br)c2)CC1	-4.3	0	-2	-1.2	0.0	1.2	-2	0.0	0.6	-1.4	-3
Cc1ccnc(NC(=O)CCC(=O)N(CC(=O)NCc2ccccc2)Cc2cccs2)c1	0.2	-2	-2	-1.7	-0.9	-2.0	-2	-0.3	-0.6	-1.0	-7
Cc1cc(C)c2c(=O)[nH]c(SCc3ccccc3)nc2n1	-0.1	-3	-1	-1.3	-0.5	-1.2	-3	-0.1	0.1	-0.8	-18
O=S(=O)(NCc1ccncc1)c1ccc(F)c(F)c1	-1.4	0	0	-2.1	-0.6	-5.3	-1	-2.8	-1.0	-2.9	3
C=C(C)CN(CC)C(=O)CN1C(=O)NC2(CCCc3ccccc32)C1=O (stereo not given)	-1.1	0	1	-0.9	0.0	2.6	-4	1.1	1.6	-0.8	0
CC(=NNC(=S)N1CC2CCC(CC2)C1)c1cccc(C)n1	-0.8	-2	6	0.8	-0.2	7.4	-35	-0.1	-1.0	4.9	-145
CN(C(=O)c1cccc(NC(=O)Cc2ccccc2)c1)c1ccccc1	0.7	-2	4	-0.6	-0.6	-2.1	-3	-0.2	-1.9	-0.9	9
Cc1cc(C)c(S(=O)(=O)N2CCCCC2CCNC(=O)C(=O)NCC2CCCO2)c(C)c1 (stereo not given)	-0.5	0	1	-1.3	1.7	0.8	4	-1.4	-0.3	-0.3	-2
COc1ccccc1C(=O)OCc1cc(=O)n2ccsc2n1	-1.2	2	3	-0.8	1.4	6.7	2	1.9	1.4	1.3	-3
O=C1C2C3C=CC(C2C(=O)N1c1ccc(O)cc1)C1C2C(=O)N(c4ccc(O)cc4)C(=O)C2C31 (stereo not given)	-0.8	-4	-3	-1.0	-0.2	-4.1	-7	0.3	1.5	-1.9	3
C=CCOC(=O)C1=C(C)Nc2nnnn2C1c1cccc(OC)c1OC (stereo not given)	-0.1	0	-7	-1.2	2.6	-1.6	1	-0.4	-1.2	-2.2	6
CCOC(=O)C1(C)NC(c2ccc(OC)cc2OC)C2C(=O)N(c3cccc(OC)c3)C(=O)C21 (stereo not given)	0.0	-2	-1	-1.3	1.0	-2.3	2	0.8	-0.6	-1.1	2
COC(=O)c1c(NC(=O)c2ccc(N(C)S(=O)(=O)c3ccc(C)cc3)cc2)sc2c1CCCC2	-0.5	0	4	-0.5	-1.8	1.2	-9	0.4	2.6	0.7	-34
COCc1cc(C)nc(Sc2nc3c(c(=O)n(C)c(=O)n3C)n2C)c1C#N	-0.9	-2	6	-1.1	0.5	1.1	-4	0.2	2.3	0.0	-9
COc1cc(/C=C2\SC(=S)N(C(C(=O)O)c3ccccc3)C2=O)cc(OC)c1OC (stereo not given)	-0.1	-5	-3	-1.6	2.8	-1.4	-4	0.5	0.2	-0.5	-1
COC(=O)Nc1ccc(S(=O)(=O)N2CCCC(C(=O)N3CCOCC3)C2)cc1 (stereo not given)	0.2	-2	1	-1.1	-0.8	2.7	-3	-0.6	0.0	-1.5	3
CCOC(=O)c1cc(NC(=O)N2CCCCC2)c(C)nc1C	1.3	-8	6	-1.1	0.2	3.0	-4	-0.4	-1.0	-1.8	-6
Cc1ccc(Cn2c(C3CCCN3c3nc(-c4cc(Cl)c(N)c(Cl)c4)cs3)nc3cc(Cl)c(Cl)cc32)cc1 (stereo not given)	9.7*	1	1	-0.7	0.2	2.3	-2	0.3	2.4	3.9	-3
Cc1ccc2nc3n(c(=O)c2c1)-c1ncccc1C(=O)NC3Cc1ccccc1 (stereo not given)	1.9	7	-4	-1.4	0.3	-1.8	-1	0.0	0.0	-1.2	-3
CC(C)CC(=O)Nc1nnc(SCC(=O)NCc2ccco2)s1	0.7	-2	0	-1.9	-0.6	0.9	-2	-0.1	1.8	0.2	-7
O=C(NCC1CCCCC1)C1CCCN(C(=O)NC2CCCCC2)C1 (stereo not given)	-2.3	7	3	-0.9	-0.8	-0.9	-2	-0.4	0.9	-1.5	-5
CCOc1ccc(OCCC(=O)OCC(=O)Nc2cc(S(=O)(=O)N3CCOCC3)ccc2OC)cc1	-2.1	-2	-3	-1.4	0.0	0.5	-7	-0.3	-1.4	1.2	-6
COCCN1C(=O)c2ccccc2C1c1nnnn1Cc1ccccc1 (stereo not given)	0.0	7	-1	-1.0	/	2.4	-5	3.5	/	-0.1	-5
O=C(COc1ccc([N+](=O)[O-])cc1)NNC(=O)c1cccnc1	-0.3	-1	5	-0.8	-0.2	-1.1	3	0.1	1.7	-1.6	6
O=C1CCCN1c1ccc(C(=O)N(Cc2nnc(-c3ccc(Cl)cc3)o2)C2CC2)cc1	1.0	0	2	-1.3	-1.1	-0.2	-5	-1.0	2.9	-0.1	-8
CCC(C)COC(c1ccccc1)(c1ccccc1)C(Oc1nc(C)cc(C)n1)C(=O)O (stereo not given)	0.8	-2	-5	-0.8	0.3	-0.3	0	0.0	0.8	-2.1	4
CN(C)c1ccc(CNCC2CCCO2)cc1 (stereo not given)	-1.8	2	-3	-1.2	-0.4	-0.2	-1	0.2	-0.9	-1.4	8
COc1cc(-c2nc(Cc3c(F)cccc3Cl)no2)cc(OC)c1OC	-0.3	2	1	-1.4	0.1	2.3	-2	0.5	-0.5	-0.5	3
Cc1ccc(Sc2ccc(CN3CCCCC3)cc2[N+](=O)[O-])cc1	1.3	1	-2	-1.1	-0.3	1.3	3	-1.6	1.0	0.3	4
COc1ccc(-c2ccc3c(n2)CCCN3S(=O)(=O)c2ccc(C(F)(F)F)cc2)cc1	-0.1	-4	0	-0.7	/	3.2	-41	0.6	/	3.2	-164
O=C(c1cc2ccccc2[nH]1)N1O[C@@H]2C=C[C@H]1C2	-1.4	4	1	0.4	2.4	7.4	-4	1.7	1.9	6.2*	-7
NC(=O)Cn1c(-c2nonc2N)nc2ccccc21	-0.2	0	3	-0.6	0.3	2.3	-4	0.0	-0.3	0.0	-3
Cc1ccc(NC(=O)CCC(=O)c2cccs2)cc1	3.5	3	-1	-1.3	-1.1	-0.7	-1	0.6	-0.2	-1.7	-4
CCOC(=O)c1nn(-c2ccc(Cl)cc2)c2nc(Nc3ccccc3)cc(=O)n12	2.7	-2	0	-1.7	0.0	-2.3	4	0.6	-0.7	-2.0	5
CN(C)C1=NC[C@H](Cc2ccccc2)N1CCCC1CCCC1	-1.2	1	-14	-1.4	0.1	0.7	-5	0.4	-4.0	-2.0	6
CNC(=O)N(O)C1N(C)C(=O)N(CC(=O)OC)C1(C)C (stereo not given)	-1.1	4	/	-0.7	0.2	-0.2	0	0.0	1.2	-1.0	6
CSCCC(NC(=O)c1cccc(S(=O)(=O)N2CCOCC2)c1)C(=O)Nc1ccc(F)cc1 (stereo not given)	-1.7	-3	3	-1.6	-0.7	0.8	-7	0.2	-0.9	-3.5	-9
CCC(=O)Nc1ccc(NC(=O)c2cccc(OC)c2)nc1	-0.3	5	0	-0.2	2.1	7.6	-2	2.5	4.4	0.8	1
CC(C)CC(=O)Nc1nnc(SCC(=O)NCc2ccc3c(c2)OCO3)s1	-1.6	-3	-2	-1.6	-0.8	0.8	-4	-0.8	-1.1	-0.6	-8
CCOC(=O)C1CCCN(Cc2nc3ccc([N+](=O)[O-])cc3c(=O)n2-c2ccc(OC)cc2OC)C1 (stereo not given)	-0.1	7	-2	-0.8	1.2	-0.4	0	-0.2	-2.1	-1.1	-1
CC(C)(C)CC(C)(C)NC(=O)Nc1cccc([N+](=O)[O-])c1	-0.5	-5	5	-1.7	0.2	-3.9	-3	-0.4	1.1	-3.3	6
